Mtb FBA inh = Mtb FBA enzyme inhibitors, primary screen, biochemical, fluorescence, strain H37Rv | inhibition, % at 1 µM | Fructose-bisphosphate aldolase (Mycobacterium tuberculosis (strain ATCC 25618 / H37Rv)), … | purified M. tuberculosis FBA, fluorescence read-out | 360,000 compounds, 2.3% hits | AID 588726, 2011; in the data active = inhibition above about 27%;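 note: 0% = vehicle and 100% = reference inhibitor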
BoNT-A LC inh2 = BoNT/A light chain protease inhibitors, primary screen, biochemical, flow cytometry, MLPCN library. 360,000 compounds, 0.17% hits. multiplex microsphere protease substrate cleavage. AID 588499, 2011. inhibition, % at 10 µM; note: plate controls were buffer without enzyme for full effect and enzyme alone for no effect
Anthrax LF inh2 = Bacillus anthracis LF protease inhibitors, primary screen, biochemical, multiplex microsphere, MLPCN library | multiplex microsphere protease cleavage assay | inhibition, % at 10 µM | Lethal factor (Bacillus anthracis), P15917 | 360,000 compounds, 0.12% hits; note: plate controls were buffer without enzyme for full effect and enzyme alone for no effect
Target sequence (P15917 whole entry, looked up): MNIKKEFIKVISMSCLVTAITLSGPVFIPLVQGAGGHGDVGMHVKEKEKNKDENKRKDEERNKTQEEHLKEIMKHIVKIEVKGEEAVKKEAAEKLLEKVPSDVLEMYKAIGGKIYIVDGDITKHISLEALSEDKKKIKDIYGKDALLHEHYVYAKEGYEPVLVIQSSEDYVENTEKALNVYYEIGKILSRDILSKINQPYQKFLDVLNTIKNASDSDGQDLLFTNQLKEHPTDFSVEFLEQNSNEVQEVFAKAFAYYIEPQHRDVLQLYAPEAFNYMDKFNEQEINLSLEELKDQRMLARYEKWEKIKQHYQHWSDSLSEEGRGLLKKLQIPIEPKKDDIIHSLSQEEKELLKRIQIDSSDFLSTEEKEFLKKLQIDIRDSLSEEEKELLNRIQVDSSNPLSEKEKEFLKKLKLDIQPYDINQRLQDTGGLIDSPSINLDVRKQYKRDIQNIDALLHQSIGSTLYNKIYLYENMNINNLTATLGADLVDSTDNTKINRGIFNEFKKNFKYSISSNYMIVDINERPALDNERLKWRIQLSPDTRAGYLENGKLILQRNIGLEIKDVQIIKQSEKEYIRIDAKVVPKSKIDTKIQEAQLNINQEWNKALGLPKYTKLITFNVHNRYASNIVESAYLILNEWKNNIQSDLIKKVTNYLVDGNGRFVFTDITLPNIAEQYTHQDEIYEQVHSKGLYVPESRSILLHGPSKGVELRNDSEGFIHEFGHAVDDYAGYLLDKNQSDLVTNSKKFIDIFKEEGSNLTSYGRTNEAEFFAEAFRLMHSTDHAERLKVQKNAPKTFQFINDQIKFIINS
FadD28 binding = inhibitors of FadD28 bisubstrate probe binding, primary screen, biochemical, fluorescence polarization, single point. AID 588549, 2011. 360,000 compounds, 0.22% hits. inhibition, % at 12.5 µM; in the data active = inhibition above about 8.5%, passing the limit was not always enough; inconclusive = no clear call, values can overlap the other calls
PfHsp40 rescue = rescue of yeast from PfHsp40 toxicity, primary screen, S. cerevisiae, ATP luminescence | S. cerevisiae expressing PfHsp40, growth rescue | growth rescue, % at 12.5 µM | 340,000 compounds, 0.68% hits | AID 504582, 2011; in the data active = growth rescue above about 28%, passing the limit was not always enough; inconclusive = no clear call, values can overlap the other calls;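 note: yeast W303a lacking pdr1 and pdr3 grown in galactose medium; growth measured after three days at 30 °C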
GDH-TPI inh = GDH-TPI coupling enzyme inhibitors, primary screen, artefact control for M. tuberculosis FBA inhibitor project, biochemical, absorbance, full deck; GDH-TPI coupled enzyme counterscreen, NADH absorbance; inhibition, % at 4.8 µM; 360,000 compounds, 1.2% hits; in the data active = inhibition above about 30%;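 note: 0% = DMSO wells and 100% = wells lacking the enzyme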
UGM FP inh = M. tuberculosis UGM enzyme inhibitors, primary screen, biochemical, fluorescence polarization, single point. purified UGM, fluorescence polarization probe displacement. 320,000 compounds, 0.06% hits. inhibition, % at 10 µM. AID 504406, 2011. UDP-galactopyranose mutase (Mycobacterium tuberculosis (strain ATCC 25618 / H37Rv)), …; in the data active = inhibition above about 10%, passing the limit was not always enough; inconclusive = no clear call, values can overlap the other calls
Mtb BioA inh = M. tuberculosis BioA enzyme inhibitors, primary screen, biochemical, plate reader, single point, HTS; 7,8-diaminopelargonic acid synthase BioA (Mycobacterium tuberculosis); purified M. tuberculosis BioA enzyme; inhibition, % at 9.99 µM; 360,000 compounds, 0.096% hits; AID 602481, 2012; in the data active = inhibition above about 40%; inconclusive = no clear call, values can overlap the other calls
BoNT F protease = BoNT/F light chain protease inhibitors, primary screen, biochemical, flow cytometry, MLPCN library; Botulinum neurotoxin type F light chain protease (Clostridium botulinum); Multiplex microsphere protease cleavage assay; inhibition, % at 10 µM; 360,000 compounds, 0.22% hits; AID 588497, 2011; in the data active = inhibition above about 35%, passing the limit was not always enough; inconclusive = no clear call, values can overlap the other calls; note: plate controls were buffer without enzyme for full effect and enzyme alone for no effect
The depositor's hits bear a star; ? = inconclusive; . = no result given. Cut-off read from the data, not from the text of the source, unless noted: active = inhibition above about 30%; inconclusive = no clear call, values can overlap the other calls; inactive = below that.

SMILES	Mtb FBA inh	BoNT-A LC inh2	Anthrax LF inh2	FadD28 binding	PfHsp40 rescue	GDH-TPI inh	UGM FP inh	Mtb BioA inh	BoNT F protease
O=C(Cc1ccccc1)Nc1ccc(N2CCCC2)cc1	1	2.2	-29	-2.5	-0.9	5	-0.7	1.5	-198
CCS(=O)(=O)N1CCN(Cc2ccccc2OC)CC1	2	-2.5	-5	-0.7	-1.4	7	0.3	-0.8	-16
COCCN(C(=O)COC(=O)/C(=C/c1ccccc1)NC(C)=O)c1c(N)n(Cc2ccccc2)c(=O)[nH]c1=O	2	-0.6	0	2.0	-0.9	-2	1.8	0.9	-5
O=C(c1cc(-c2ccc(F)cc2)on1)N1CCCCCC1	-1	2.3	-2	0.3	-0.6	0	3.5	3.3	-4
N#CC1(NC(=O)COC(=O)C2=COCCO2)CCCCC1	0	0.8	5	18*	-0.2	5	-2.1	1.6	5
Cn1cc(S(=O)(=O)N2CCOCC2)cc1C(=O)NCc1ccc(Cl)cc1	-1	0.1	-1	-2.1	0.2	6	-1.1	-0.4	6
O=c1[nH]c(CN2CCN(S(=O)(=O)c3ccccc3C(F)(F)F)CC2)nc2sc3c(c12)CCCC3	4	0.1	0	-5.0	0.7	0	2.5	.	-4
O=C(CN1CCCC1)Nc1cc(C(F)(F)F)ccc1Cl	3	-0.6	2	-2.5	3.0	-7	-1.4	.	1
N=c1sccn1CC(=O)Nc1cc(Cl)ccc1[N+](=O)[O-]	3	-1.1	-7	-1.2	-1.2	3	-2.2	.	-13
N#CCCn1nc(-c2ccccc2)c2ccccc2c1=O	0	-3.2	8	-5.4	-0.4	-3	0.8	-1.4	?
N#C/C(=C\Nc1ccc2c(c1)OCCO2)c1nc(-c2ccccc2)cs1	1	0.7	1	1.3	-0.2	6	2.7	.	1
COc1ccccc1C(=O)NNc1ncc(C)s1	0	-0.5	-4	-2.2	-1.6	6	1.3	0.3	7
CCCNC(=O)CCC(NS(=O)(=O)c1ccc(C)cc1)C(=O)NCCC (configuration not stated)	2	-0.1	0	-1.0	-2.3	10	0.3	-1.0	-7
CCCN1C[C@H](CSC)C[C@@H]2c3cccc4[nH]cc(c34)C[C@H]21	4	-0.3	-10	-0.6	-0.8	-3	.	0.9	-10
Cc1ccccc1NC(=O)c1ccc(NC(=O)C2CC(=O)OC23CCCCC3)cc1 (configuration not stated)	2	0.0	-3	-1.1	0.5	-2	.	.	-3
C[C@@H]1CC[C@H](O)/C=C/C(=O)O[C@H](C)CC[C@H](O)/C=C/C(=O)O1	2	-1.4	-4	-1.6	0.5	0	-1.1	1.8	-8
CCn1ncc(CNC(=O)CCSc2nc(-c3ccco3)cc(C(F)(F)F)n2)c1C	-2	-0.3	0	-5.6	1.6	10	-0.6	1.1	-4
O=P(c1ccccc1)(c1ccccc1)C(c1ccco1)N1CCOCC1 (configuration not stated)	1	-0.6	3	-1.3	-0.5	3	1.4	-0.5	-10
CNS(=O)(=O)c1ccc(CNC[C@H]2O[C@@H](n3cc(C)c(=O)[nH]c3=O)C[C@@H]2O)cc1	4	0.1	2	-0.5	.	-9	.	2.1	-1
O=C1c2c(O)cc(O)cc2O[C@H](c2ccc(O)c(O)c2)[C@H]1O	0	-0.9	-3	-0.7	0.0	23	-2.8	-2.1	-15
Cc1cc(OC(=O)c2c(Cl)cc(Cl)cc2Cl)nc(C)n1	-1	-0.7	-5	-3.4	2.8	2	0.3	-0.5	0
O=C(CSCc1ccc([N+](=O)[O-])cc1)NC1CC2CCC1C2 (configuration not stated)	0	-0.6	0	-0.4	0.3	2	1.9	0.4	-1
CSc1nc(Sc2ccccc2Cl)c2ccccc2n1	2	0.1	4	-5.3	0.2	3	-2.4	.	6
CC1=NN(C(=O)COc2ccc(C)c(C)c2)C(O)(c2ccc(Cl)cc2)C1 (configuration not stated)	1	-0.3	0	1.2	0.6	9	-0.6	.	2
O=C(CCC(=O)c1ccc(Oc2ccccc2)cc1)Nc1ccc(C(=O)O)cc1	0	1.9	-5	-2.4	-2.1	13	-2.1	0.7	?
CC(=O)Nc1ccc(NC(=O)c2csc([C@@H]3O[C@H](CO)[C@H](O)[C@H](O)[C@H]3O)n2)cc1	-2	-0.3	2	-2.7	.	6	.	-1.4	2
O=C(Nc1nc2ccccc2s1)c1cccc(N2C(=O)CCC2=O)c1	-1	-0.7	-2	-1.4	1.0	12	1.8	0.2	-3
COCCOC(=O)C1=C(C)N=C2SCCC(=O)N2C1c1cccs1 (configuration not stated)	1	0.1	-2	1.8	-0.9	8	1.0	.	0
CC(c1nnc(SCC(=O)c2c(N)n(C)c(=O)n(C)c2=O)n1-c1ccc(Cl)cc1)N(C)C (configuration not stated)	3	0.2	2	-0.3	-0.5	2	0.9	2.7	4
NC(=O)C1CCN(C(=O)CC2(CC(=O)O)CCCCC2)CC1	2	1.1	7	-1.8	-1.1	8	3.8	.	4
O=C(NCc1ccccc1)c1cc(-c2cccs2)on1	2	5.1	-9	-2.4	0.2	-4	3.9	-0.5	7
COc1ccc(C(=O)Nc2cc(Cl)ccc2N2CCOCC2)cc1S(=O)(=O)N1CCOCC1	-2	3.4	-4	0.6	0.7	7	.	-0.9	-3
COC(=O)C(NC(=O)c1ccccc1)C(C)(C)SCc1ccccc1 (configuration not stated)	-4	-1.1	0	-2.9	.	-2	.	0.9	-14
O=C(Cc1cccs1)NCCS(=O)(=O)N1CCN(c2ccccc2F)CC1	0	5.1	-3	0.3	0.3	-5	-1.9	.	?
CC(=O)c1ccc(NC(=O)CSC(=S)N2CCCC2)cc1	3	0.1	0	-1.4	-0.8	0	-0.6	.	-5
Cc1ccc(OCCSCc2nnc(NC(=O)Nc3cccc(Cl)c3)s2)cc1	-4	-0.4	0	-3.1	-1.8	-6	1.4	.	-4
Cc1ccc(C)c(S(=O)(=O)N2CCN(C(=O)c3cnccn3)CC2)c1	1	-0.2	-3	-1.0	-0.6	3	2.1	-0.6	1
O=C(CSc1nnc(CNc2ccccc2)o1)c1ccc2c(c1)OCCO2	-1	0.1	-5	-1.0	1.4	6	-1.4	-0.2	3
COc1ccc(C(=O)NCCSc2ccccc2)cc1OC	6	-1.0	6	-4.3	-0.6	-6	-0.5	.	7
CCCc1[nH]nc2c1C1(CCN(C(=O)OCc3ccccc3)CC1)C(C#N)=C(N)O2	3	-0.8	2	-1.4	0.4	3	3.8	.	-16
COc1cc(C(=O)N/N=c2/sc3ccccc3n2C)cc(OC)c1OC	0	0.2	2	-2.0	0.9	-5	1.4	4.5	0
CCCC1C2C(=O)N(c3ccc(OC)cc3)C(=O)C2ON1c1ccccc1 (configuration not stated)	-1	-0.7	-2	-0.8	-0.6	7	3.2	.	4
CC1CCN(S(=O)(=O)c2ccc(C(=O)NCc3ccco3)cc2)CC1	0	-0.4	-2	1.1	-1.0	-2	0.4	.	1
CCCCn1c(SCC(=O)Nc2nnc(C(C)C)s2)nc2c1c(=O)n(C)c(=O)n2C	-2	-0.3	0	-3.6	-0.4	-1	3.5	-0.3	1
Cc1cc(C)c(S(=O)(=O)N2CCN(C(=O)c3cc4ccccc4o3)CC2)c(C)c1	6	-2.5	2	-1.0	1.2	3	.	-0.1	?
COC(=O)C1=C(c2cccc(OCc3ccccc3)c2)C[C@@H]2CC[C@H]1N2C(=O)NCc1ccc(Br)cc1	0	0.0	1	-2.2	-0.6	2	-5.3	-1.0	1
CC(C)CCc1noc(CN2CCC(CCN3CCCC3=O)CC2)n1	1	0.0	-10	0.9	-0.3	2	0.8	-0.3	-8
CCc1cc(=O)[nH]c(-n2[nH]c(-c3ccccc3)cc2=O)n1	-1	-1.2	-4	-1.4	5.8	6	0.0	.	-6
CN(C)c1ccc(-c2ccnc3c2CC(C)(C(=O)NCC2CCOCC2)O3)cc1 (configuration not stated)	48*	0.0	-1	-2.7	.	15	.	5.2	-3
O=C(NCCN1CCCCC1)c1ccco1	9	-0.5	0	-1.2	-1.2	-7	-0.9	-0.4	-12
CC1C(=O)C(C)C(c2ccc([N+](=O)[O-])cc2)NC1c1ccc([N+](=O)[O-])cc1 (configuration not stated)	2	-0.1	2	-0.7	1.4	4	0.3	.	-4
CCOC(=O)Cc1csc(NC(=O)c2sc3nc4c(C)cc(C)cc4cc3c2N)n1	23	11	10	-3.5	-0.6	5	2.2	-0.5	8
COc1ccc(OC)c2sc(NC(=O)c3ccc(S(=O)(=O)N(C)C)cc3)nc12	0	0.3	2	0.1	-1.4	29	-0.3	-1.7	-3
Cc1ccc(-n2c(SCn3nnc4ccccc4c3=O)nnc2-c2cccnc2)c(C)c1	-4	3.4	0	-5.4	-0.6	0	-1.2	17	3
O=C(c1cc(-c2ccc(Cl)cc2)n(-c2ccc(Cl)cc2Cl)n1)N1CCOCC1	4	.	.	-2.8	0.2	2	-0.2	-2.0	.
CCOc1ccc(Br)cc1CNCCN1CCOCC1	1	0.2	-1	-0.9	-0.9	9	-0.5	.	-3
CCOC(=O)c1c(NC(C)=O)sc2c(O)cccc12	1	-5.1	0	-2.7	1.6	3	-1.6	.	-6
O=C(Nn1cnc2ccccc2c1=O)c1c(F)cccc1F	0	-0.5	-6	.	0.7	4	0.0	-0.9	4
CC(=O)Nc1nc(CC(C)C)cc(-c2ccco2)c1C#N	50*	-0.3	-4	-2.3	-0.9	-3	2.6	0.0	-8
O=C(N/N=C\c1ccc(O)c([N+](=O)[O-])c1)c1ccccc1-n1cccc1	-12	0.4	-2	-1.0	-1.1	46*	0.7	-2.5	-2

Random excerpt: 3 records from the list, in no set order.
SMILES	Mtb FBA inh	BoNT-A LC inh2	Anthrax LF inh2	FadD28 binding	PfHsp40 rescue	GDH-TPI inh	UGM FP inh	Mtb BioA inh	BoNT F protease
CC1C(=O)C(C)C(c2ccc([N+](=O)[O-])cc2)NC1c1ccc([N+](=O)[O-])cc1 (configuration not stated)	2	-0.1	2	-0.7	1.4	4	0.3	.	-4
CCCN1C[C@H](CSC)C[C@@H]2c3cccc4[nH]cc(c34)C[C@H]21	4	-0.3	-10	-0.6	-0.8	-3	.	0.9	-10
Cc1ccc(OCCSCc2nnc(NC(=O)Nc3cccc(Cl)c3)s2)cc1	-4	-0.4	0	-3.1	-1.8	-6	1.4	.	-4

Carrying on.
SMILES	Mtb FBA inh	BoNT-A LC inh2	Anthrax LF inh2	FadD28 binding	PfHsp40 rescue	GDH-TPI inh	UGM FP inh	Mtb BioA inh	BoNT F protease
COc1ccc(N2CCN(Cc3nc4cc(Cl)ccc4c(=O)[nH]3)CC2)cc1	3	-0.9	1	-0.9	-0.6	1	0.4	.	-1
Cc1ccccc1-c1nc(CN2CCC(C(=O)NCCCN3CCCC3)CC2)c(C)o1	-1	-2.2	-6	0.6	0.0	10	-0.5	-0.5	-8
COc1cc(Nc2ncnc(N)n2)cc(OC)c1OC	-1	0.4	3	-1.5	-0.5	-4	1.3	.	-2
CCc1nnc(NC(=O)c2ccc(N3C(=O)CCC3=O)cc2)s1	3	0.2	-12	1.4	0.0	22	1.2	-1.3	-6
O=C1N2CCSC2=NC1(Nc1nccs1)C(F)(F)F (configuration not stated)	2	0.1	-10	-0.1	-0.4	12	1.4	0.1	-1
O=C(c1ccccc1Cl)N1CCN(Cc2ccc3c(c2)OCO3)CC1	-1	-2.7	-4	-2.3	-0.6	1	0.6	-1.3	?
O=C(c1ccc(NC(=O)C(c2ccccc2)c2ccccc2)cc1)c1ccc(C(=O)O)c(C(=O)O)c1	-3	-0.7	0	-7.4	2.7	-12	-1.8	-0.9	?
O=C(NCC(c1ccc(F)cc1)N1CCOCC1)c1cc(F)c(F)c(F)c1F (configuration not stated)	0	-1.0	-1	-0.5	1.4	-3	-0.2	.	-4
